High-throughput results from PubChem BioAssay.
NCOA1 inh – inhibits human SRC1 coactivator; Q15788; HEK293 GAL4-SRC1 luciferase reporter, luminescence; inhibition, % at 3.6 µM; actives 0.12% (n = 360,000);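 active = inhibition above the campaign mean plus 3 SD, with each screening campaign given its own cutoff, cut at about 60% in these data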;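 also: 0% = DMSO treated cells and 100% = gossypol at 36 µM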
NCOA3 inh – inhibits human SRC3 coactivator; HEK293 GAL4-SRC3 luciferase reporter, luminescence; Q9Y6Q9; inhibition, % at 3.6 µM; actives 0.17% (n = 360,000);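 active = inhibition above a per-campaign cutoff, the mean of all compounds plus 3 SD, cut at about 60% in these data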;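 also: 0% = DMSO-treated cells and 100% = gossypol-treated cells at 36 µM; higher means less SRC3-driven luciferase light from the GAL4 reporter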
LRH-1 inv ag – suppresses constitutive activity of human LRH-1; HEK293T StAR-luciferase reporter, LRH-1 transfected, 24 h; actives 0.13% (n = 360,000); O00482; inhibition, % at 3.6 µM;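 active = inhibition above the mean inhibition of all tested compounds plus 3 SD, cut at about 73% in these data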;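 also: 0% = DMSO wells and 100% = reporter-only cells lacking LRH-1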
LMP1 NFkB inh – inhibitors of Epstein-Barr LMP1-induced NF-kappaB reporter. LMP1-induced NF-kappaB luciferase reporter cells, luminescence. inhibition, % at 12.5 µM. actives 0.69% (n = 350,000); in the data active = inhibition above about 41%; inconclusive = no clear call, values can overlap the other calls;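 also: 0% = neutral control wells and 100% = reference inhibitor control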
TROY NFkB inh – inhibitors of TROY-dependent NF-kB signaling. Q293 LMP1-TROYcd NF-kB luciferase reporter, 4 h. inhibition, % at 10 µM. actives 0.98% (n = 360,000). AID 1347056;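 active = compounds whose plate-normalised and pattern-corrected inhibition of the luciferase reporter signal at the single screening dose is 50% or more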
TLR9-MyD88 inh – TLR9-MyD88 interaction inhibition | inhibition, % at 4.98 µM | actives 0.21% (n = 340,000) | CHO BLA complementation TLR9-MyD88, CCF4 FRET ratio | Q9NR96+Q99836;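 active = inhibition above the mean over all tested compounds plus 3 SD, cut at about 21% in these data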;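 also: 0% = DMSO only wells and 100% = clavulanate BLA inhibitor control wells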
C8 TRAIL sens – caspase-8 TRAIL sensitization. NB7+C8 cells + TRAIL, ATPlite viability luminescence. actives 1% (n = 360,000). AID 624354. inhibition (viability loss, TRAIL sensitization), % at 10 µM;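 active = compounds causing at least 50% loss of cell viability in the single-dose screen, relative to plate controls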
NR2F2 inh – NR2F2 (human) inhibition, primary screen. P24468. HEK293T NGFI-A luciferase reporter, luminescence. inhibition, % at 8.6 µM. actives 0.7% (n = 370,000). AID 686940;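 active = inhibition above a per-plate cutoff, mean inhibition of test wells between control levels plus 3 SD, cut at about 38% in these data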;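 also: cells cotransfected with COUP-TFII expression vector driving the NGFI-A reporter; 0% = median of COUP-TF2 test wells and 100% = reporter-only cells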
Target sequence (P24468 whole entry, looked up): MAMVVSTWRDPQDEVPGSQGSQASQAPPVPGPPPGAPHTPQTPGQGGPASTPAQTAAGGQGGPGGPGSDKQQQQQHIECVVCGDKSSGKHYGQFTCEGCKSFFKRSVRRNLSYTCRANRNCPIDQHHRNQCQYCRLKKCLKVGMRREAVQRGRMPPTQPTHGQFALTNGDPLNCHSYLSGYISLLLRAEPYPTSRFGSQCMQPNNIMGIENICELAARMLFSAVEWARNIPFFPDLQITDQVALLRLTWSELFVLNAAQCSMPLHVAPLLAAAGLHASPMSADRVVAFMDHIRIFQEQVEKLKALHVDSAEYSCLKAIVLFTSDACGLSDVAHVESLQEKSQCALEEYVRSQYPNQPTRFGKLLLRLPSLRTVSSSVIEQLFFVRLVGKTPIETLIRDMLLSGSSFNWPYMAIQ
NOD2-RIPK2 inh – blocks binding of human NOD2 to RIPK2 | O43353 | CHO BLA complementation NOD2-RIPK2, CCF4 ratio | inhibition, % at 4.98 µM | actives 0.38% (n = 360,000) | AID 624267; in the data active = inhibition above about 21%;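 also: 0% = vehicle only and 100% = reference blocker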
Target sequence (O43353 whole entry, looked up): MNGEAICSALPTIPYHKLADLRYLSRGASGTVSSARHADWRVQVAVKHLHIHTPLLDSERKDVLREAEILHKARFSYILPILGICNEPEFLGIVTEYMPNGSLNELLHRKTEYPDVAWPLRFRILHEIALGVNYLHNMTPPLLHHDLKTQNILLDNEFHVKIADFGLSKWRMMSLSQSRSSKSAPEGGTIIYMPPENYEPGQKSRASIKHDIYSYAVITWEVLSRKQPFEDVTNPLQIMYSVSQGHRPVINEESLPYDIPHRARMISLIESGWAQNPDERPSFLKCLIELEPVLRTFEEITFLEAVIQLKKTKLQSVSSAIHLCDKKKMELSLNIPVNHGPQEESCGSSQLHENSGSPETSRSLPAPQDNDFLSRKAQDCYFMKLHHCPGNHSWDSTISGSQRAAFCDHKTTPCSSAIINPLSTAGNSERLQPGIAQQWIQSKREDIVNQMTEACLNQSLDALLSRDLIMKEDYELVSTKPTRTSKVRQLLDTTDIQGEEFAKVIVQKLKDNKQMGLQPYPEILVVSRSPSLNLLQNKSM
SRC2 inh – inhibits human steroid receptor coactivator 2; Q15596; HEK293 GAL4-SRC2 luciferase reporter, luminescence; inhibition, % at 9 µM; actives 0.17% (n = 370,000); AID 651957;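 active = inhibition above the mean inhibition of all tested compounds plus 3 SD, set per campaign, cut at about 52% in these data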;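 also: 0% = DMSO treated cells and 100% = cells given Gossypol at 36 µM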
Vif imaging – inhibitors of HIV Vif. HEK293T cells, Vif self-association by quenched fluorescence, imaging, 24 h. inhibition, % at 7.49 µM. actives 0.35% (n = 340,000); in the data active = inhibition above about 50%, passing the limit was not always enough; inconclusive = no clear call, values can overlap the other calls; inactive = below about 31%; also: some results filed as inactive read as strong as hits
Starred values were filed as active, the others as inactive; u = inconclusive; x = not tested or not shown.

SMILES	NCOA1 inh	NCOA3 inh	LRH-1 inv ag	LMP1 NFkB inh	TROY NFkB inh	TLR9-MyD88 inh	C8 TRAIL sens	NR2F2 inh	NOD2-RIPK2 inh	SRC2 inh	Vif imaging
C#CCN(C[C@@H]1[C@@H](OC(=O)NCC2CCCCC2)[C@@H](OC(=O)NCC2CCCCC2)Cn2c(=O)ccc(=O)n21)S(=O)(=O)c1ccc(C)cc1	-5	7	59	90*	74*	7	93*	54*	6	31	19
COc1ccc2nc(NC(=O)c3ccc4ncsc4c3)sc2c1	-76	-70	-116	-19	13	8	33	x	17	x	1
Cc1ccccc1S(=O)(=O)Nc1ncnc2sccc12	-6	-13	3	3	-1	-5	-16	-3	-7	2	0
Cc1ccc(S(=O)(=O)CCSc2nc(C)cc(C(F)(F)F)c2C#N)cc1	17	23	5	1	-9	0	-8	7	-3	-6	x
CCN(CC)CCNC(=O)CNC(=O)c1nn(-c2ccc(OC)c(OC)c2)c(=O)c2ccccc12	-11	5	-8	2	-1	-9	4	-1	-3	13	-1
Cc1ccc2nc(NC(=O)C3CC(=O)N(Cc4ccco4)C3)sc2c1 (stereo not drawn)	-18	-2	0	-19	-24	8	-3	2	-5	-15	1
CCc1c(C)nc(N2CCN(c3ccc(Cl)cc3)CC2)[nH]c1=O	-4	12	-11	-10	-2	-3	2	4	2	-7	-5
COc1ccc(C(=O)NCc2nnc(SCC(=O)Nc3cc(C)cc(C)c3)o2)cc1OC	-14	-2	3	0	0	6	-2	7	-5	17	2
Cc1nc(SC(C)C(=O)NCC2CCCO2)c2cc(-c3ccccc3)sc2n1 (stereo not drawn)	-4	-31	-123	2	-34	-5	35	-61	5	-2	-24
COc1ccc(-c2[nH]ncc2CN(C)Cc2ccccn2)c(OC)c1	-17	3	4	2	14	5	-5	4	-3	0	8
CCN1C[C@@H]2[C@@H]3C(=O)N(C)C(=O)[C@@H]3[C@](CC)(C1=O)N2C(=O)c1ccc(F)cc1	-8	-6	10	5	-2	2	-16	-2	7	11	-2
CN(C)S(=O)(=O)c1ccc(N2CCCC2)c(C(=O)N2CCC(C(N)=O)CC2)c1	-2	12	-12	8	0	6	4	13	2	16	-18
CC(C)CCN1CCN(Cc2cccc3nonc23)CC1CCO (stereo not drawn)	-9	2	13	6	6	-13	6	-7	-9	-30	-5
CC(C)(C)[C@H]1COC(=O)CCC/C=C/C[C@H](CC(=O)NCCO)C(=O)N1	-5	9	25	-7	9	2	-5	4	-2	-28	u
Cc1cc(Cl)ccc1OCC(=O)NNC(=O)CCOc1ccccc1	-8	17	8	-5	-16	1	-18	13	-9	3	10
N=c1n(Cc2ccccc2)c2ccccc2n1CC(O)COc1ccccc1 (stereo not drawn)	6	15	-5	-18	13	0	9	14	6	7	-6
NC(=O)c1ccc(NC(=O)COC(=O)CC2CC3CCC2C3)cc1 (stereo not drawn)	11	-3	-7	-4	-3	-6	-1	19	-16	-43	5
CCN(CC)C(=O)c1[nH]cnc1C(=O)NCC(=O)OC(C)(C)C	-12	24	11	3	-2	-1	0	-16	11	9	21
CCOC(=O)C(=O)Cc1nc(OCc2ccccc2)cc(OCc2ccccc2)n1	-10	2	8	-4	-7	-3	-1	12	1	-16	-15
COc1ccc(S(=O)(=O)N2CCN(CC3CC=CCC3)CC2)cc1 (stereo not drawn)	0	4	6	0	-4	-2	9	11	-11	-32	2
COc1ccc(S(=O)(=O)NCc2ccc3c(c2)cc(C)n3C)cc1	-10	9	-3	1	-5	-1	-7	-7	9	-7	6
COc1ccc(CCNC(=O)C(C)OC(=O)c2nsc(Cl)c2Cl)cc1OC (stereo not drawn)	22	-11	-9	-5	4	-6	-1	18	-4	14	-11
COc1ccc(N=NC2C(=O)N(c3ccccc3)N=C2C)cc1 (stereo not drawn)	-12	-20	-5	-15	-36	-5	-4	17	3	-32	6
O=C(N1CCOCC1)C12CC3CC(C1)CC(n1cnc(Cl)n1)(C3)C2	-3	-7	16	2	2	-10	10	-8	-4	19	11
COc1ccc(S(=O)(=O)n2ccnc2C)c(C)c1C	6	16	2	-4	-9	-2	-9	-2	2	-6	5
CCCC(=O)c1c[nH]c(C(=O)NCCc2ccccn2)c1	-12	-4	-13	-12	-11	8	-14	5	-1	-15	x
Nc1nc(SCC(=O)N2N=C3/C(=C/c4ccco4)CCCC3C2c2ccco2)n[nH]1 (stereo not drawn)	6	17	11	-5	5	1	-10	1	-2	-21	2
CCOC(=O)c1[nH]c(C)c(C(=O)OCC(=O)NC(C)c2ccc(F)cc2)c1C (stereo not drawn)	-42	5	2	1	7	-2	26	17	-2	-3	-4
COc1cc(OC)c2c(-c3cccc(-c4ccc(CO)cc4)c3)cc(=O)oc2c1	-9	24	53	10	41	5	13	x	23*	x	-16
Cc1ccc(NC(=O)Cn2ncc(Cl)c(Cl)c2=O)cc1S(=O)(=O)N1CCCCC1	-12	-19	-33	-12	84*	1	79*	-28	34*	-58	11
CCn1c(COc2ccccc2C)nnc1SCC(=O)N1CCN(c2ccccc2)CC1	1	31	15	8	31	2	2	-4	3	4	-22
CCN(CC(=O)NCc1cccs1)C(=O)c1cc(=O)[nH]c2ccccc12	-12	-2	-8	-5	4	3	1	-4	2	-16	-5
CCOC(=O)/C(C#N)=C/c1c(N2CCN(C)CC2)nc2ccccn2c1=O	2	-2	27	8	6	3	-21	14	0	-13	33
O=C(c1ccc(-c2ccc([N+](=O)[O-])cc2)o1)N1CCCC(C(F)(F)F)C1 (stereo not drawn)	-24	-15	7	-2	12	-5	0	2	10	3	2
Cc1cccc(C2c3[nH]c4ccccc4c3CCN2C(=O)c2cc3c([nH]c2=O)CCCC3)n1 (stereo not drawn)	-14	-6	12	4	12	1	-1	-11	0	0	x
COc1ccc(CNC(=O)COC(=O)c2ccccn2)cc1	0	12	-3	3	8	7	-3	-4	0	3	0
Cc1ncc(CN2CCN(CCc3ccccc3)C(CCO)C2)s1 (stereo not drawn)	-12	24	-11	-13	1	-6	0	5	-1	-22	-3
CCn1c(CC(=O)Nc2ccc(C)cc2)n[nH]c1=S	-1	-3	3	0	-8	-6	-9	-17	-6	19	0
COc1cc2c(cc1NC(=O)/C=C/c1ccc([N+](=O)[O-])cc1)oc1ccccc12	-2	12	-1	-13	-18	-7	48	10	-8	-8	-8
Cc1cc(C)cc(Oc2nc(-c3ccccc3)cc(C)c2S(C)(=O)=O)c1	-1	-43	-3	-23	-14	2	18	-12	0	2	-6
O=C1c2ccccc2C(c2nnnn2-c2ccc3c(c2)OCCO3)N1CCCn1ccnc1 (stereo not drawn)	x	x	-24	x	3	x	10	-17	-5	-11	x
CCOC(=O)c1cnc2cc3c(cn2c1=O)CCCC3	-82	-53	-125	-18	-31	2	22	-34	-10	-26	-7
COc1ccc(Cn2c(C(F)(F)F)ccc(C(N)=O)c2=O)cc1	2	14	-8	6	16	-1	-5	-22	-18	-11	-7
COc1ccc(OC)c(C2C(C(N)=O)=C(C)Nc3nc(CCCO)nn32)c1 (stereo not drawn)	-12	-13	-23	8	-3	-3	-4	-17	4	-1	10
Cc1ccc(-n2c(=S)[nH]c3nc4c(cc3c2=O)COC(C)(C)C4)cc1	-1	10	8	1	-13	0	-14	-5	-5	-14	3
Cc1cc(C)c2cc(C(=O)N3CCc4ccccc4C3)[nH]c2c1	-11	24	-19	-12	-4	2	12	19	5	-4	5
CCOC(=O)C1CCCCN1Cc1ccc(C(F)(F)F)cc1 (stereo not drawn)	4	-19	-7	5	-3	6	-10	4	-13	5	8
COc1ccc(/C=N/NC(=O)CCOc2ccccc2C)cc1OC	-13	2	-6	18	7	4	1	3	0	8	-2
CO/N=C(\Cn1ncc(N2CCCC2)c(Cl)c1=O)c1ccc(Cl)cc1	-5	22	7	-6	-1	6	-6	2	3	8	-1
CCOC(=O)c1cc2sccc2n1Cc1ccccc1	1	-6	2	6	-14	7	0	-1	-8	17	4
O=C1c2ccccc2C(c2nnnn2Cc2ccccc2)N1Cc1ccco1 (stereo not drawn)	x	x	18	x	-4	x	-2	4	4	-1	x
N=C(N)c1ccc(OCCCCCOc2ccc(C(=N)N)cc2)cc1	10	11	45	6	-4	7	4	14	-11	0	26
Cc1cccc(NC(=S)N(CCCN2CCOCC2)Cc2ccco2)c1	0	9	6	4	-8	0	1	-18	1	-10	9
CN(Cc1ccc(OC(F)F)cc1)C(=O)c1ccc(S(=O)(=O)N(C)c2ccccc2)cc1	-8	-3	-13	-2	20	-2	13	14	6	35	0
CCOCCCn1c(=S)[nH]c2cc3c(cc2c1=O)OCO3	5	-2	-7	-6	-10	5	-1	6	-7	-12	2
COc1ccc(C)cc1S(=O)(=O)N(C)CC(=O)Nc1ccccc1	5	6	-7	0	2	1	-2	15	0	-32	-2
Cc1ccc(NC(=O)C2=C(C(=O)O)CCCC2)cc1F	-9	-2	5	-11	-8	5	-4	-31	-13	-38	-2
COc1cc2c(cc1OC)C(C(=O)NCCN(C)C)C(c1cccs1)N(C)C2=O (stereo not drawn)	2	13	22	-3	16	-11	-8	7	-2	-6	1
Cc1cccnc1NC(=O)c1ccc(S(=O)(=O)NCc2ccco2)cc1	-22	-3	-6	-1	-2	-9	-4	11	1	14	x
O=C(Cn1nnc(-c2ccccc2)n1)N/N=C/c1cc([N+](=O)[O-])ccc1O	0	22	-3	16	-10	-11	12	-16	-7	8	-2

Other entries follow:
SMILES	NCOA1 inh	NCOA3 inh	LRH-1 inv ag	LMP1 NFkB inh	TROY NFkB inh	TLR9-MyD88 inh	C8 TRAIL sens	NR2F2 inh	NOD2-RIPK2 inh	SRC2 inh	Vif imaging
Cc1ccccc1NC(=O)CN1CCN(C)CC1	-3	-30	0	1	1	-8	10	13	-4	5	1
CC1Cc2cc(S(=O)(=O)NCc3ccccc3)ccc2N1C(=O)C1CCC1 (stereo not drawn)	-12	2	3	9	17	2	6	-3	-2	7	-11
CCn1ncc(/C=N\NC(=O)COc2ccccc2)c1C	-5	0	10	4	-21	0	-4	-6	5	-26	1
Cc1cccnc1NC(=O)CCc1c[nH]c2ccccc12	-15	2	4	-19	10	-2	-9	-7	-20	-54	2
COc1ccc(/C=N/NC(=O)c2ccc(N(C)S(=O)(=O)c3ccccc3)cc2)c(OC)c1	-13	11	3	15	13	2	1	21	2	19	-13
CC1CCCC(C)N1CCCNC(=O)c1cc2c(=O)n(C)c3ccccc3c2n1C (stereo not drawn)	-3	12	13	-22	-11	2	-2	-57	-3	-61	12
CN(C)C(=S)SCC(=O)NCc1ccc(F)cc1	-5	-9	-8	-9	-2	4	4	2	-3	-28	3
N#CC1=C(SCC(N)=O)NC2=C(C(=O)c3ccccc32)C1c1ccc(Cl)cc1 (stereo not drawn)	2	-1	-1	18	-10	-5	-14	13	-1	15	0
COc1ccc(CCCNC(=O)C2Cc3c(-c4ccc(NC(C)=O)cc4)ccnc3O2)cc1 (stereo not drawn)	-3	-12	-12	x	7	x	20	-8	3	-2	0

This is a subset; the hit share may differ from the screen's.
